Screening results deposited in PubChem by several laboratories.
Cardiac RTF inh: cardiac RTF calcium desensitization; P19429+P45379; IANBD-labeled cardiac RTF, Ca2+ fluorescence; inhibition, % at 7.15 µM; actives 0.12% (n = 340,000); AID 493244;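 active means inhibition above the mean inhibition of all tested compounds plus 3 SD, cut at about 17% in these data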;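 further: assay run at fixed EC70 calcium of 1.6 mM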
Arrestin-AP2 inh: blocks beta-arrestin peptide binding to AP2 adaptin; AID 504490; inhibition, % at 10 µM; FITC-arrestin peptide / GST-AP2 beads, flow cytometry; AP2 beta2 appendage carries R879A mutation; actives 0.31% (n = 340,000);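 active means inhibition above a set limit, near 3 SD of compounds lacking own fluorescence, cut at about 54% in these data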;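 further: plate controls were DMSO wells for no effect and 5 µM unlabelled arrestin peptide for full effect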
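Assay system: GST-AP2 R879A bound to glutathione beads, E. coli-expressed; Medium: PBS with 0.05% Tween 20 and 0.1% BSA; Also added: fluorescein-tagged arrestin peptide at 50 nM final; Timing: 12 min plus 1 h, RT; Measured by: flow cytometry, FL1 (488/535 nm); Evaluation: percent drop in bead-associated FITC signal.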
SR-BI DiI inh: blocks mouse SR-BI lipid uptake from DiI-HDL. Q61009. ldlA[mSR-BI] CHO cells, DiI-HDL uptake fluorescence, 3 h. actives 0.96% (n = 320,000). inhibition, % at 12.5 µM;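 active means mean replicate inhibition of at least 70% and a set share of replicates each scoring 70 or more; inconclusive means meets just one of the two criteria; inactive means fails both criteria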;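 further: 0% = median of neutral control wells and 100% = median of positive control wells; values of inactives mirror those of a sister screen read the other way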
Keap1 Nrf2 FP: disrupts human Keap1 binding to Nrf2 peptide | Q14145 | Keap1 Kelch-Nrf2 peptide fluorescence polarization, 1536-well | inhibition, % at 9.4 µM | actives 0.15% (n = 340,000) | AID 504523; in the data active means inhibition above about 12%; inconclusive means no clear call, values can overlap the other calls; inactive means below about 7.3%;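 further: human Keap1 Kelch domain with fluorescein labeled Nrf2 9mer peptide probe; 0% = neutral control wells and 100% = peptide positive control; higher means more block of Keap1 binding to Nrf2 peptide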
C-LANA FP: inhibitors of KSHV LANA C-terminal domain DNA binding | MBP-C-LANA/FAM-LBS DNA binding, fluorescence polarization | inhibition, % at 9 µM | actives 0.078% (n = 340,000);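 active means highest replicate inhibition at or above 60% at 9 µM, even if other replicates fall short; inactive means all replicates below 60% inhibition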;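 further: 0% = neutral control wells and 100% = 4 µM acridine orange control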
PvdQ inh: P. aeruginosa PvdQ acylase inhibition; AID 488965; purified PvdQ acylase, fluorescence plate reader; actives 0.063% (n = 340,000); inhibition, % at 10 µM; in the data active means inhibition above about 30%, passing the limit was not always enough; inconclusive means no clear call, values can overlap the other calls;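 further: 0% = vehicle neutral wells and 100% = reference inhibitor wells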
SR-BI uptake up: SR-BI HDL lipid transfer activation; actives 0.096% (n = 320,000); CHO ldlA[mSR-BI] cells, DiI-HDL uptake fluorescence, 3 h; 100 = double the neutral-control signal; activation, % at 12.5 µM;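 active means mean replicate activation of at least 60% and every replicate at or above 60%; inconclusive means mean or all-replicate condition met, but not both; inactive means mean below 60% and not all replicates reaching 60%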;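 further: 0% = median plate neutral-control signal and 100% = twice that signal; values of inactives mirror those of a sister screen read the other way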
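Test system: SR-BI-overexpressing, LDLR-lacking CHO cells; Also added: labelled HDL, 10 µg/mL; Measured by: bottom-read cell fluorescence after medium removal, ex 550/em 595 nm; Timing: 3 h uptake period with compound, 37 °C; Buffer or medium: F12, 0.5% BSA, 25 mM HEPES; Doses: single compound concentration, delivered by pin transfer.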
PKA-R2B act: PKA-R2B complex activation. actives 0.079% (n = 340,000). PKA-R2B holoenzyme dissociation, Cy5-IP20 fluorescence polarization; R2B truncated from residue 108, S112A mutant; 0% DMSO only, 100% 113 µM cGMP. AID 504700. activation, % at 11.4 µM;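 active means activation above a cutoff set at the mean over all compounds plus 3 SD, cut at about 18% in these data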;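 further: higher means more holoenzyme dissociation and a rise in polarization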
NSD2 inh: inhibitors of human histone methyltransferase NSD2 | O96028 | NSD2 peptide methylation, AlphaScreen, 120 min | inhibition, % at 12.5 µM | actives 0.54% (n = 310,000) | AID 743445; in the data active means inhibition above about 50%
Target sequence (O96028 whole entry, looked up): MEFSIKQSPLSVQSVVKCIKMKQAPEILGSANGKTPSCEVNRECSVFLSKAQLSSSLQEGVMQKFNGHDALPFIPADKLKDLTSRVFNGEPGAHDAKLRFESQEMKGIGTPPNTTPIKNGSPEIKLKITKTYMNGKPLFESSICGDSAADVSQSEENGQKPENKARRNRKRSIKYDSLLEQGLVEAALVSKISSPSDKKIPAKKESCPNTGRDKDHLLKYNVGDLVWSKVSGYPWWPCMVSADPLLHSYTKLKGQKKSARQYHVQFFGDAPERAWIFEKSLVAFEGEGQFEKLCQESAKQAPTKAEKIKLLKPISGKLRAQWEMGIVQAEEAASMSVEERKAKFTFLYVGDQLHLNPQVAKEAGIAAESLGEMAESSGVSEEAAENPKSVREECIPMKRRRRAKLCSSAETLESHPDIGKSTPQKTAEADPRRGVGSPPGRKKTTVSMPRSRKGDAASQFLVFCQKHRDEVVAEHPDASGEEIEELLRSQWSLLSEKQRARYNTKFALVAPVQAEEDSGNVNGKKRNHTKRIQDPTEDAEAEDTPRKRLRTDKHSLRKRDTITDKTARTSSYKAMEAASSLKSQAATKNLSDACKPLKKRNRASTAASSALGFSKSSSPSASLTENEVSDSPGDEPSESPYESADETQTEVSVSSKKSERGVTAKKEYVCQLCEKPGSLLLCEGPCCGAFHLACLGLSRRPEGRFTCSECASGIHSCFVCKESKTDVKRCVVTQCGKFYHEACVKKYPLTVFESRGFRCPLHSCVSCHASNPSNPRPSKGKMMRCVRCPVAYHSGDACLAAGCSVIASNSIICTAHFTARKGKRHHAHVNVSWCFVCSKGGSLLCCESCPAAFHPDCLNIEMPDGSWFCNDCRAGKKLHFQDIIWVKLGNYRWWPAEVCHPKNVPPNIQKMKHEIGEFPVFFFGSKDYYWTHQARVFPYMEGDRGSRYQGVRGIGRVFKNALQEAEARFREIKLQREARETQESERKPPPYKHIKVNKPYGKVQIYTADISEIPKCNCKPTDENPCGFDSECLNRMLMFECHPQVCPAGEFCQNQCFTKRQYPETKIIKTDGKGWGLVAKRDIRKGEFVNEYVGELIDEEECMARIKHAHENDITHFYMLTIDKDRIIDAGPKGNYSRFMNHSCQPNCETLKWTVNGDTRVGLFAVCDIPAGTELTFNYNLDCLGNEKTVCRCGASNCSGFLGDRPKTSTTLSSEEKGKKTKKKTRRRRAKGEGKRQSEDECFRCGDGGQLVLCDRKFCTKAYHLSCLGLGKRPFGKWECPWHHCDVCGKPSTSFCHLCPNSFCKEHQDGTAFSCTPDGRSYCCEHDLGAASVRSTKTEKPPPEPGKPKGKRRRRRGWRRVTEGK
DAGLB inhibitor: blocks human DAGLB lipase activity. Q8NCG7. HEK293T DAGLB membrane lysate, EnzChek fluorogenic substrate. inhibition, % at 5.17 µM. actives 0.059% (n = 340,000); in the data active means inhibition above about 34%;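 further: 0% = enzyme with vehicle and 100% = wells lacking enzyme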
An asterisk follows results filed as active; ? = inconclusive; / = not tested or not shown.

Values in the order – Cardiac RTF inh	Arrestin-AP2 inh	SR-BI DiI inh	Keap1 Nrf2 FP	C-LANA FP	PvdQ inh	SR-BI uptake up	PKA-R2B act	NSD2 inh	DAGLB inhibitor
(1) CCCc1nc(SCC(=O)c2ccc3c(c2)NC(=O)CO3)[nH]c(=O)c1CC
    0	4	-5	3	-1.3	-17	5	-3	1	1
(2) COc1ccc(NC(=S)NC(=O)CC(C)C)c(OC)c1
    -8	3	-4	1	0.7	-13	4	-4	1	-3
(3) Cn1c(CNS(=O)(=O)c2ccc(Cl)cc2)cc(=O)n(C)c1=O
    -12	10	3	5	-0.9	4	-3	6	-1	0
(4) CCOC(=O)c1ccccc1NC(=O)CSc1nncn1C
    2	-24	7	2	1.1	-1	-7	3	2	0
(5) CCCn1c(=O)c(C(=O)OCC)c(O)c2cc(Br)ccc21
    13	4	-9	2	-0.5	-6	9	-11	-1	-1
(6) CCC(C(=O)NC1CCCC1)N(C(=O)Cn1nnc(-c2ccc(OC)c(OC)c2)n1)c1cccc(O)c1 (configuration not stated)
    5	16	28	-2	-0.8	-3	-28	-3	-3	-1
(7) Cc1cccc(C)c1-n1c(C)cc(/C=N/NC(N)=S)c1C
    -3	-6	35	0	2.5	-10	-35	-21	-2	2
(8) Cc1cc(C)c(C)c(OCC(=O)NCCN(C)C)c1
    -14	1	/	-1	0.5	-10	/	1	-7	0
(9) O=C(c1ccncc1)N(Cc1ccccc1)Cc1nc2ccccc2c(=O)[nH]1
    -15	16	-15	-1	0.1	-14	15	-13	-2	-3
(10) CCCCNC(=O)c1ccc(N2CCC3(CC2)OCCO3)c([N+](=O)[O-])c1
    -16	-1	13	-4	0.0	-6	-13	2	-1	2
(11) CCCCCc1cc(=O)oc2c(C(CCN(CC)CC)c3cc(OC)c(OC)c(OC)c3)c(OC)cc(OC)c12 (configuration not stated)
    -2	13	-19	5	0.6	-2	19	3	/	2
(12) CCCCNC(=O)Cc1cc(=O)[nH]c(=O)[nH]1
    5	-1	-26	-5	-0.4	1	26	-1	/	0
(13) CCN1CCN(S(=O)(=O)c2ccc(Cl)c(C(=O)NC3CC3)c2)CC1
    -7	1	-24	1	1.0	-17	24	-8	1	-6
(14) O=C(NCc1ccccc1)c1ccc(CNc2c(N3CCCC3)c(=O)c2=O)cc1
    -5	15	-20	-3	-1.1	5	20	-4	0	0
(15) Cc1ccc(C)c(N(CC(=O)NN=C2CCN(C)CC2)S(=O)(=O)c2ccccc2)c1
    -5	29	-25	-1	0.2	-3	25	6	-1	-12
(16) O=C(COc1ccc2c3c(c(=O)oc2c1)CCCC3)NCc1cccnc1
    -7	8	-22	-4	0.3	-7	22	-4	4	2
(17) COc1ccc(C)cc1NC(=O)CSc1nc2ccccc2nc1N1CCCC1
    -4	18	-7	0	0.9	-7	7	-7	/	-2
(18) COc1cccc(CNC(=O)CCS(=O)(=O)c2cccs2)c1
    -6	-10	-78	-1	-2.5	-8	?	7	/	0
(19) O=C(c1cc(F)ccc1F)C1CCCN(C(=O)c2ccc3nccnc3c2)C1 (configuration not stated)
    -21	46	3	3	0.2	-4	-3	-2	-2	0
(20) Cc1cc(/C=N/Nc2ncnc(N)c2[N+](=O)[O-])c(C)n1-c1ccccc1
    -18	-12	30	0	-0.1	-4	-30	-1	11	13
(21) O=C(c1nn(Cc2ccccc2)c(=O)c2ccccc12)N1CCc2ccccc2C1
    -15	5	16	-3	-2.4	-8	-16	5	7	-8
(22) CN(C(=O)CN1C(=O)c2ccccc2S1(=O)=O)c1ccccc1C(=O)O
    -10	-6	2	4	0.7	-11	-2	-8	0	-2
(23) Cc1ccc(OCCCN2CCCC2)c(C)c1
    3	-1	-21	-3	-2.5	-17	21	-2	4	-1
(24) COCCCNC(=O)CC1C[C@H](C(=O)N2CCCCC2)[C@@]2(C)c3[nH]c4ccc(OC)cc4c3CCN2C1=O (some centres not stated)
    -4	8	4	0	1.2	-1	-4	-11	/	-2
(25) CCc1cccc(N(C(=O)c2csnn2)C(C(=O)NC(C)(C)C)c2ccccn2)c1 (configuration not stated)
    8	3	-21	-3	-0.4	0	21	-14	-2	0
(26) O=C(N1CCN(c2ccccn2)CC1)N1c2ccccc2Sc2ccccc21
    7	-5	13	0	1.3	-5	-13	0	-3	0
(27) Cc1ccc2c(c1)N(CC(=O)NCCc1c[nH]c3ccccc13)C(=O)CO2
    -10	0	6	-2	-0.7	-17	-6	0	2	0
(28) COc1ccc(OC)c(C(=O)c2ccc(C(=O)N3CCCCC3)cc2)c1
    -1	25	44	0	0.7	7	-44	-1	4	-2
(29) O=C(NCc1ccccc1Cl)C1CCC(=O)N1Cc1ccc(F)cc1 (configuration not stated)
    -4	-4	-14	-6	-0.7	-15	14	-1	-3	-3
(30) O=C(Cc1ccccc1)Nc1ccc(Cl)cn1
    -1	15	0	-4	-0.5	6	0	-13	-2	-2

Next part:
Values in the order – Cardiac RTF inh	Arrestin-AP2 inh	SR-BI DiI inh	Keap1 Nrf2 FP	C-LANA FP	PvdQ inh	SR-BI uptake up	PKA-R2B act	NSD2 inh	DAGLB inhibitor
(31) O=S(=O)(Nc1ccc(Br)cn1)c1ccc(Cl)s1
    0	32	1	-2	0.0	-6	-1	3	2	4
(32) Cc1cc(C)c(NC(=S)NCCCSC2CCCCC2)c(C)c1
    -4	11	-9	5	-0.5	15	9	-2	3	-3
(33) CCN(CC)CCOCCn1c(C)ccc1C
    -6	2	-14	-1	3.3	-27	14	1	3	-1
(34) CCc1cccc2c(C#N)cn(CC(=O)NCCOC)c12
    10	-14	-17	-3	0.5	-6	17	-13	1	1
(35) O=C(NNc1cc(N2CCOCC2)nc(N2CCOCC2)n1)C12CC3CC(CC(C3)C1)C2
    11	-5	17	3	0.1	-14	-17	-3	38	2
(36) O=c1cc(CN2CCN(c3ccccc3)CC2)c2cc(O)c(-c3ccccc3)cc2o1
    0	-11	/	-3	1.3	-17	/	8	0	0
(37) COC(=O)CSc1nc(C)cc(C)c1C#N
    -1	1	11	-1	-1.6	-15	-11	-2	-3	-5
(38) CC(=NNC(=S)N1CCN(C2CCCCCC2)CC1)c1ccccn1
    -7	3	11	-7	0.7	-2	-11	-12	-2	3
(39) N#Cc1nnn(-c2cc(Cl)cc(Cl)c2)c1N
    4	-3	-26	1	0.0	-6	26	10	-7	-1
(40) Nn1c(SCC(=O)Nc2ccc3c(c2)OCO3)nnc1C1CCCCC1
    -6	-14	-7	-8	0.2	-25	7	-1	0	0
(41) Fc1ccc(CN2CCCCCCC2)cc1
    2	9	-28	-4	-0.3	5	28	-16	1	2
(42) O=C(CCCC(=O)N1CCCc2ccccc21)N1CCCc2ccccc21
    -5	13	34	2	-2.2	-8	-34	15	-2	-1
(43) COc1ccc(CNC(=O)C(Cc2ccccc2)n2cccc2)cc1 (configuration not stated)
    2	-8	-2	-3	0.5	-14	2	7	22	-1
(44) O=C(c1ccc(C(F)(F)F)cc1)N1CCC(=O)N(C(COCc2ccc(C(F)(F)F)cc2)Cc2ccccc2)CC1 (configuration not stated)
    -1	8	3	-2	0.4	-6	-3	-10	/	-8
(45) CCN(CCCNC(=O)CNC(=O)c1nn(-c2ccc(OC)c(OC)c2)c(=O)c2ccccc12)c1ccccc1
    -9	26	/	2	0.2	4	/	-2	6	-8
(46) O=C(NCCSc1ccccc1)c1ccc(Br)cc1
    9	14	-3	-2	1.9	-7	3	-2	-3	-17
(47) CSc1ccc(/C=c2\s/c(=C\C(=O)C(C)(C)C)n(CC(=O)NCCC3=CCCCC3)c2=O)cc1
    4	-1	30	7	17	-3	-30	-10	2	-3
(48) CCCN(C(=O)c1cc(-c2ccco2)nc2ccccc12)c1c(N)n(Cc2ccccc2)c(=O)[nH]c1=O
    -4	48	-19	-4	1.8	4	19	2	1	8
(49) Cc1cc2cc(CNC(=O)c3cccs3)ccc2[nH]1
    -12	8	15	-5	-0.8	-10	-15	-4	/	5
(50) Cc1ccccc1NC(=O)CCNS(=O)(=O)c1ccc2c(c1)CCC(=O)N2
    -6	-5	1	-2	-0.6	-14	-1	-2	0	-1
(51) Fc1ccc(-c2nnn(Cc3nc4ccccc4s3)n2)cc1
    7	26	-35	-1	1.1	2	35	-5	9	-9
(52) CCOC(=O)C1CC(CN2C(=O)c3ccccc3C2=O)OC1=O (configuration not stated)
    -3	-1	-20	4	-4.3	-9	21	-7	-2	3
(53) O=c1[nH]c(N/N=C/c2cc3c(cc2[N+](=O)[O-])OCO3)nc2ccccc12
    -3	-5	/	-2	1.9	-10	/	10	-4	0
(54) c1ccc2c(CN3CCOCC3)csc2c1
    0	-10	-7	-3	-0.3	-6	7	0	-2	-2
(55) O=C(CN(Cc1ccco1)C(=O)c1ccccc1F)Nc1ccccc1C(F)(F)F
    -7	-2	-14	-3	0.6	8	14	-6	-1	-1
(56) CCOC(=O)/C(C#N)=C1/C(=O)N(Cc2ccccc2)c2ccccc21
    -1	17	-34	0	-2.3	0	34	0	-1	0
(57) COc1cc(NC(=O)CCc2nnc3ccc(N4CCN(C)CC4)nn23)cc(OC)c1
    11	-12	-10	-3	-0.3	-17	10	4	-1	1
(58) CCCCn1c(SCc2ccccn2)nc2c1c(=O)n(C)c(=O)n2C
    4	-4	-5	2	0.3	-3	5	4	2	-1
